# RmlCD inh mix = RmlC and RmlD coupled enzyme inhibitors, primary screen, biochemical, 384-well, compound mixtures, retest. actives 0.39% (n = 110,000). AID 1532, 2009. inhibition, % at 5.5 µM. RmlC/RmlD coupled enzyme inhibition, 384-well mixture HTS; in the data active = inhibition above about 30%, passing the limit was not always enough; also: strong numbers were not always called active
# RT RNaseH block = HIV-1 RT RNase H inhibitors, primary screen, biochemical, fluorescence. AID 565, 2006. RT-RNase H RNA/DNA duplex cleavage. inhibition, % at 10 µM. actives 1.9% (n = 65,000); in the data active = inhibition above about 50%
# * = called active by the depositor; . = not tested or not shown. Only part of the results is shown; the hit share may differ from the screen's.
SMILES,RmlCD inh mix,RT RNaseH block
Cc1ccc(C(=O)CN(C(=O)c2ccc(Cl)cc2)N2C(=O)c3ccccc3C2=O)cc1,-4,.
CCS(=O)(=O)NCCc1cc2c(OC)ccc(OC)c2[nH]c1=O,6,-4
O=C(CCCn1c(SCC(=O)c2ccc(O)c(O)c2)nc2ccccc2c1=O)NCC1CCCO1 (stereo unspecified),-8,95*
Cc1nc(NC(=O)c2cccnc2)ccc1Br,-1,-11
Cc1ccc2cc(CCNC(=O)c3c(-c4ccccc4Cl)noc3C)c(=O)[nH]c2c1,8,.
c1ccc(-c2cnc(-c3ccccn3)nn2)cc1,0,.
CC(=O)c1ccc(-n2nncc2C)cc1,16,-8
CCOC(=O)C1=C(C)NC(C)=C(C(=O)OCC)C1C(=O)OCC(=O)c1ccc2c(c1)OCCO2,-56,-5
Cn1c(=O)cc(OCC(=O)N2CCN(c3cccc(C(F)(F)F)c3)CC2)c2ccccc21,7,17
O=C(NCCn1ccc2ccccc21)c1ccc2c(c1)OCO2,8,1
Cc1csc2nc(CCNS(=O)(=O)c3ccc4c(c3)OCCO4)cn12,-5,-33
C[C@]12CC[C@@H]3c4ccc(O)c(O)c4CC[C@H]3[C@@H]1CC[C@@H]2O,3,.
CCOC(=O)c1c(/N=C/c2c(O)n(-c3ccccc3F)c(=S)[nH]c2=O)sc2c1CCCC2,9,.
CN1C(=O)C(=Cc2ccc(N3CCCCCC3)o2)C(=O)N(C)C1=S,9,.
O=C(NCc1ccc(C(F)(F)F)cc1)C1CC(c2ccccc2C(F)(F)F)=NO1 (stereo unspecified),4,.
CC(C)C(=O)c1c(C(C)C)nn2ccccc12,2,.
COc1cccc(-c2nc(CS(=O)(=O)CC(=O)N3CCN(C)CC3)c(C)o2)c1,4,-7
CS(=O)(=O)N1CCC(C(=O)Nc2ccc3c(c2)OCCO3)CC1,4,.
O=C(CSCC(=O)N1CCCCC1)OCC(=O)c1c[nH]c2ccccc12,-15,-9
CC(C)Cc1c(O)nc(SCC(=O)Nc2ccc3c(c2)CCC3)[nH]c1=O,-10,.
CCc1c(O)nc(SCC(=O)N2CCCCC2)n(-c2ccccc2C)c1=O,-3,4
CCCc1nnc(NC(=O)Nc2ccccc2OC)s1,.,-3
N#CCCSCc1ccc2oc(C(=O)O)cc2c1,-7,0
CCCc1[nH]nc2c1C1(C(=O)N(C(C)C)c3ccccc31)C(C#N)=C(N)O2 (stereo unspecified),5,1
CC(=O)c1ccc(N2CCN(C(=O)C3CCN(S(=O)(=O)Cc4ccccc4)CC3)CC2)cc1,-12,-2
COCCn1c(SCc2nnc(-c3ccccc3)o2)nc2sc3c(c2c1=O)CCC3,-2,-12
COC(C/C=C\[C@H](O)[C@@H](C)OCc1ccccc1)OC,6,.
C/C(=C\[C@@H](NP(=O)(c1ccccc1)c1ccccc1)c1ccccc1)CO[Si](c1ccccc1)(c1ccccc1)C(C)(C)C,4,.
Cc1c(NC(=O)c2cccs2)cccc1C(=O)O,12,.
COc1cccc2c(=O)c(C(=O)O)c[nH]c12,2,.
Cc1cc(C)cc(NC(=O)C(=O)NCCc2c[nH]c3ccccc23)c1,-1,.
N#CC1=C(SCC(=O)NC2CCCCC2)NC(=O)CC1c1ccco1 (stereo unspecified),-15,0
O=C(Cn1cnc2c(nnn2Cc2ccc(F)cc2)c1=O)NCc1ccco1,-11,1
Cc1ccc(-n2ncc3c(N4CCN(c5ccc(F)cc5)CC4)ncnc32)c(C)c1,-10,-3
CCN(CC)C(=O)Oc1ccc(NC(C)=O)cc1,-12,-7
O=c1cc(N2CCCCC2)[nH]c(=O)n1C1CCCCC1,8,.
Cn1c(=O)[nH]c2cc(Cl)cnc21,7,-10
Cc1cc(C)cc(-n2c(C)cc(C(=O)CSc3nnnn3C)c2C)c1,6,.
CC(C)(C)OC(=O)N1CCC(c2cc(=O)n3[nH]c(-c4ccc(Cl)cc4)cc3n2)CC1,7,.
Cc1ccc2nc(/C(C#N)=N/O)[nH]c2c1,-16,-3

# An excerpt of these results, field by field:
Cc1cc(C)cc(NC(=O)C(=O)NCCc2c[nH]c3ccccc23)c1
  RmlCD inh mix: -1; RT RNaseH block: .

O=c1cc(N2CCCCC2)[nH]c(=O)n1C1CCCCC1
  RmlCD inh mix: 8; RT RNaseH block: .

# In the list so far, five contain an aryl thioether with sulfur outside any ring:
SMILES,RmlCD inh mix,RT RNaseH block
O=C(CCCn1c(SCC(=O)c2ccc(O)c(O)c2)nc2ccccc2c1=O)NCC1CCCO1 (stereo unspecified),-8,95*
CC(C)Cc1c(O)nc(SCC(=O)Nc2ccc3c(c2)CCC3)[nH]c1=O,-10,.
CCc1c(O)nc(SCC(=O)N2CCCCC2)n(-c2ccccc2C)c1=O,-3,4
COCCn1c(SCc2nnc(-c3ccccc3)o2)nc2sc3c(c2c1=O)CCC3,-2,-12
Cc1cc(C)cc(-n2c(C)cc(C(=O)CSc3nnnn3C)c2C)c1,6,.

# Entries of single compounds, quoted from the list. Order of screens: RmlCD inh mix | RT RNaseH block
# `COCCn1c(SCc2nnc(-c3ccccc3)o2)nc2sc3c(c2c1=O)CCC3` reads -2 | -12
# `Cc1ccc2cc(CCNC(=O)c3c(-c4ccccc4Cl)noc3C)c(=O)[nH]c2c1` reads 8 | .
# `O=C(CSCC(=O)N1CCCCC1)OCC(=O)c1c[nH]c2ccccc12` reads -15 | -9
# `O=C(CCCn1c(SCC(=O)c2ccc(O)c(O)c2)nc2ccccc2c1=O)NCC1CCCO1` (stereo unspecified) reads -8 | 95*

# Later entries.
SMILES,RmlCD inh mix,RT RNaseH block
Oc1c(C(c2ccccc2)N2CCN(Cc3ccccc3)CC2)sc2ncnn12 (stereo unspecified),-8,-6
C#CCNC(=O)C1=C[C@@H](c2ccc(Br)cc2)C[C@@H](OCc2ccc(CO)cc2)O1,8,.
CN=C(NC#N)SCC(=O)c1ccc(Cl)cc1Cl,-5,-6
O=C(C1CC1)N1CCN=C1SCc1cccc(F)c1,-1,-16
Cc1ccc(Nc2nc(C3CC3)cs2)cc1,.,46
COc1cc(NS(=O)(=O)c2ccc(NC(=O)COc3ccccc3Cl)cc2)nc(OC)n1,12,-25
Nc1nnc(N2CCc3ccccc32)s1,-10,-10
Cc1cc(NC(=O)c2cncc(Br)c2)n(-c2ccccn2)n1,.,-11
Cc1cccn2c(=O)c3cc(C(=O)NC4CCS(=O)(=O)C4)sc3nc12 (stereo unspecified),.,-9
Cc1cc(C)c(S(=O)(=O)N(C)CC(=O)N2CCCCC2)c(C)c1,-31,-36
Cc1cc(C(=O)OCC(=O)Nc2cc(C(F)(F)F)ccc2N2CCOCC2)c(C)o1,-9,-11
Cn1c(=O)cc(OCCCC(=O)NCc2ccco2)c2ccccc21,2,-71
COc1cc(/C=C2\SC(=S)N(Nc3ncc(C(F)(F)F)cc3Cl)C2=O)cc(OC)c1OC,-2,.
CC1Cc2nc(SCC(=O)N3CCc4ccccc43)n(C)c(=O)c2S1 (stereo unspecified),.,14
Cc1ccc(C(=O)c2cc3ccccc3o2)cc1C,-19,.
FC(F)(F)c1ccc(-n2ccnc2)nc1,-10,-8
Cn1c(=O)c2c(nc(NCCCN3CCOCC3)n2Cc2cccc(Cl)c2)n(C)c1=O,-11,-6
Cc1cc(=O)c2cc(Br)ccc2[nH]1,26,.
CCOC(=O)Cc1csc(NC(=O)CSc2nnc(-c3cccnc3)n2Cc2ccco2)n1,-14,.
CCC(C)C(NC(=O)C1CCC(C)CC1)C(=O)NC(C(=O)OC)C(C)C (stereo unspecified),5,-3

# Overlap with the part before: 6 compounds; new compounds follow.
SMILES,RmlCD inh mix,RT RNaseH block
Cc1ccc(C(=O)c2cc3ccccc3o2)cc1C,-19,.
FC(F)(F)c1ccc(-n2ccnc2)nc1,-10,-8
Cn1c(=O)c2c(nc(NCCCN3CCOCC3)n2Cc2cccc(Cl)c2)n(C)c1=O,-11,-6
Cc1cc(=O)c2cc(Br)ccc2[nH]1,26,.
CCOC(=O)Cc1csc(NC(=O)CSc2nnc(-c3cccnc3)n2Cc2ccco2)n1,-14,.
CCC(C)C(NC(=O)C1CCC(C)CC1)C(=O)NC(C(=O)OC)C(C)C (stereo unspecified),5,-3
CCc1c(C)c2c(C)nn(-c3ccccc3)c2oc1=O,-12,.
CCCCOC(=O)C1[C@H]2C(=O)N(Cc3cccs3)C[C@]23C=C[C@H]1O3 (stereo partly specified),11,-9
Cn1c(NCCCO)nc2c1c(=O)n(Cc1ccccc1F)c(=O)n2C,-6,0
O=C(c1cc(S(=O)(=O)N2CCCCC2)ccc1F)N1CCC2(CC1)OCCO2,-17,.
COc1ccc(CSc2nc3ccccc3[nH]2)cc1,-10,.
CCn1c(SCc2ccc(F)cc2)nnc1-c1nn(-c2ccccc2)ccc1=O,9,.
CCCCCC(=O)N1CCN(CCN=CC2=C(O)CC(c3ccc(OC)cc3)CC2=O)CC1 (stereo unspecified),11,-3
c1ccc(Cn2c(-c3cccs3)nc3nc4ccccc4nc32)cc1,-97,-9
Cc1nnc(-c2cccc(Br)c2)c2cn(-c3ccc(Br)cc3)nc12,-9,.
N#Cc1c(N)nc2c(c1N)CC(=O)N2c1ccccc1-c1ccccc1,-18,-1
CN(Cc1ccccc1)Cc1nc2c([nH]1)c(=O)n(C)c(=O)n2C,9,-2
CNC(C(=O)c1ccccc1)C(OC)c1ccccc1 (stereo unspecified),-5,-7
CC1(C)Cc2c(sc(NC(=O)C(C)(C)C)c2C#N)C(C)(C)N1,5,.
Cc1ccc(-c2csc(NCCc3nc4cc(Cl)c(Cl)cc4n3CCOCCO)n2)cc1,7,.
